# ASK1 inh – ASK1 kinase inhibitors, primary screen, biochemical, AlphaScreen; AlphaScreen MKK6 phosphorylation by ASK1, luminescence; inhibition, % at 7.44 µM; hit rate 0.99% among 22,000; AID 1159602, 2016; in the data active = inhibition above about 35%;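 note: 0% = median of compound wells and 100% = no enzyme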
# ULK1 primary – ULK1 kinase inhibitors, primary screen, biochemical, AlphaScreen | hit rate 1.9% among 30,000 | inhibition, % at 5.96 µM | Serine/threonine-protein kinase ULK1 (Homo sapiens), O75385 | AlphaScreen Atg13 phosphorylation by ULK1, luminescence; in the data active = inhibition above about 43%;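 note: 0% = median of compound wells and 100% = no enzyme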
# The depositor's hits bear a star; x = no result given.
canonical_smiles,ULK1 primary,ASK1 inh
CC[C@H]1OC(=O)[C@H](C)[C@@H](O[C@H]2C[C@@](C)(OC)[C@@H](O)[C@H](C)O2)[C@H](C)[C@@H](O[C@@H]2O[C@H](C)C[C@H](N(C)C)[C@H]2O)[C@](C)(O)C[C@@H](C)CN(C)[C@H](C)[C@@H](O)[C@]1(C)O,-13,x
CN(C)CCNC(=O)c1c(O)c2ccccc2[nH]c1=O,-9,x
CC(=O)C1=C(O)C(=O)N(CO)C1c1ccccc1Cl (centres undefined),-8,x
COc1cccc(-c2ccnc(Nc3ccc(S(N)(=O)=O)cc3)n2)c1,-1,-7
CS(=O)(=O)c1ccc(N2CCN(C(=O)C3CCCCC3)CC2)c(F)c1,8,x
CC(=O)Nc1ccc(/C=C2/SC(=O)NC2=O)cc1,2,x
c1ccc2c(c1)OCC(c1nc(-c3ccc(-c4cn[nH]c4)cc3)n[nH]1)O2 (centres undefined),-13,-16
Nc1nc(-c2ccc(N3CCOCC3)nc2)nc2c1ncn2-c1ccccc1,14,1
O=C(Nc1cccc(CN(C(=O)c2nc3ccc(-c4cn[nH]c4)cc3s2)C2CC2)c1)C1CC1,-4,-22
Cn1nccc1Nc1ccc(-n2cc(CC(=O)NC3CC3)c3ccccc32)nn1,15,0
CC(=O)NC(C(=O)N1CCN(c2ccc3[nH]ncc3c2)CC1)c1ccc(Br)cc1 (centres undefined),-3,-28
CNC(=O)c1cc(F)c(F)cc1Nc1cc(Nc2ccc(N3CCOCC3)cc2OC)ncc1C(F)(F)F,69*,8
CCNc1cc(C(=O)NCCCN2CCCC2=O)ccn1,20,5
Cc1cncc2cccc(NC3CCNC3)c12 (centres undefined),22,-17
COc1ccc(CCNc2nc(Nc3cccnc3)nc3nc[nH]c23)cc1,33,-26
O=C(Nc1ccc2[nH]ncc2c1)C1CCN(C(=O)[C@H](O)c2ccccc2)C1 (some centres undefined),1,-1
CC(C)(C)c1ncn(-c2ccc(Nc3nccc(-c4cc(N5CCOCC5)nc(N5CCOCC5)n4)n3)cc2)n1,3,12
COc1ccc(C(N)C(=O)Nc2cc(F)c(-c3cn[nH]c3)cc2N2CCC(O)CC2)cc1 (centres undefined),7,9
O=C(NCCOc1ccccc1)c1cccc(NCc2cccnc2)n1,3,-5
O=C(NCc1ccccc1)c1nnc(-c2ccccc2)o1,-5,x
O=C(Cc1cn(-c2ccc(Nc3ccc4ncccc4c3)nn2)c2ccccc12)NC1CCN(Cc2ccccc2)CC1,-4,1
COc1cccc(CC(=O)Nc2ccc(-c3cn[nH]c3)cc2OC2CCN(C)CC2)c1,-1,2
CCc1cc(=O)[nH]c(-n2nc(C)cc2NC(=O)c2cccc(OC)c2OC)n1,-7,x
CCNc1nc(Nc2cc(OC)c(OC)c(OC)c2)c2ncn(-c3ccccc3)c2n1,14,12
O=C(Cc1ccc(F)cc1)Nc1cc(Nc2ccccc2CO)c(C(F)(F)F)cn1,18,13
O=C(Nc1ccc(N2CCOCC2)cc1)c1cccc(Cl)n1,2,-9
Cc1c(C=Nc2cccc(Cl)c2Cl)c(O)n(C)c(=O)c1C#N,-5,x
COc1ccc(-c2cncc(C(=O)NC3CCN(Cc4ccccc4)CC3)c2)cn1,-7,-1
CC(C)n1cnc2c(Nc3ccc(Oc4ccccc4)cc3)nc(-c3ccc(C(N)=O)cc3)nc21,-11,10
Oc1ccc2nc(-c3ccccc3)oc2c1,1,x

# More entries follow:
canonical_smiles,ULK1 primary,ASK1 inh
c1ccc(CNc2cc(-c3ccncc3)nc(-c3cccnc3)n2)cc1,4,x
Nc1nc(N2CCCC2CO)nc2c1ncn2-c1ccccc1 (centres undefined),2,8
Cc1ncn(-c2ccc(Nc3cc(-c4[nH]c5ccccc5c4-c4ccc(F)cc4)ccn3)cc2)n1,-21,-5
CC(C)n1cnc2c(NC3CCN(Cc4ccccc4)CC3)nc(NCCN3CCOCC3)nc21,-9,-4
c1ccc2[nH]c(CNc3nc(Nc4ccc(-n5ccnc5)cc4)nc4c3ncn4-c3ccsc3)nc2c1,37,1
O=C(Nc1ccc2c(c1)OCO2)c1ccc2nc(N3CCCC3CO)sc2c1 (centres undefined),21,-5
Cc1ccc(S(=O)(=O)n2ccn(C(=O)/C=C/c3ccccc3)c2=O)cc1,29,x
CC(=O)Nc1ccc(-c2sc(NC(=O)C3COc4ccccc4O3)nc2-c2ccncc2)cc1 (centres undefined),-9,6
COc1ccc(CCNC(=O)c2cncc(-c3ccc(C(=O)NC4CC4)cc3)c2)cc1,-11,5
Cc1ccc(-c2nc3n(c2CNC(=O)c2ccc(F)cc2)CCS3)cc1,-9,x
COc1cc2nc(Nc3cccc(N(C)C)c3)nc(NCCOc3ccccc3)c2cc1OC,-32,40*
Fc1ccc(-c2cc(NC3CC3)nc(-c3cccnc3)n2)cc1,4,x
c1ccc(-c2nc(NCCCn3ccnc3)cc(-c3ccncc3)n2)cc1,4,x
CC(C)N(CCNc1cc(-c2ccc(C(=O)N3CCN(C)CC3)cc2)nc(N)n1)C(C)C,-1,-2
COc1ccc(CCNC(=O)c2ccc3nc(-c4ccc(OC)nc4)sc3c2)cc1,4,5
Cc1cc(C(=O)OCC(=O)c2cccs2)c2ccccc2n1,-6,x
Cc1cnc(-c2ccc(C(=O)NC3CC3)cc2)nc1Nc1ccc(N2CCOCC2)cc1,10,-5
CCN(CC)C(=O)C1CCCN(c2cccc(C(=O)Nc3ccc(NC(C)=O)cc3)c2)C1 (centres undefined),2,-20
O=C(Cc1cn(-c2ccc(Nc3ccc(-n4ccnc4)cc3)nn2)c2ccccc12)NCCN1CCOCC1,17,8
c1ccc(CNc2ncnc3nc(Nc4ccc5ncccc5c4)[nH]c23)cc1,8,9
c1ccc(CN2CCC(Nc3nc(Nc4cnccn4)nc4c3ncn4-c3ccccc3)CC2)cc1,15,1
Nc1ccnc(N2CCN(Cc3ccc4c(c3)OCO4)CC2)n1,8,5
Fc1ccc([C@@H]2CCNC[C@H]2COc2ccc3c(c2)OCO3)cc1,5,x
COc1ccc(CCNc2nc(Nc3nc4ccccc4n3C)ncc2C)cc1,25,-5
Nc1nc(Nc2ccc(N3CCOCC3)cc2)nc2c1ncn2CCN1CCCC1=O,17,-6
CCN(CC)C(=O)C1CCCN(c2cccc(C(=O)NC3CC3)n2)C1 (centres undefined),6,-1
O=C(Nc1ccc(N2CCOCC2)cc1)c1ccc2nc(Br)sc2c1,7,12
CC(C)n1cnc2c(N)nc(N3CCN(c4ccccn4)CC3)nc21,-14,8
COc1ccc(-c2nc(Nc3ccc(N4CCOCC4)cc3)c3[nH]cnc3n2)cc1,3,9
CCOc1c(CC)cnc2c1c(=O)n(CC(=O)Nc1ccc(OC)cc1OC)c(=O)n2C,10,x

# Additional structures follow.
canonical_smiles,ULK1 primary,ASK1 inh
Nc1nc(NCc2cccc(C(F)(F)F)c2)cc(-c2ccc(N3CCOCC3)nc2)n1,-40,-7
O=C1C2C3c4ccccc4C(C(=O)O)(c4ccccc43)C2C(=O)N1c1ccc([N+](=O)[O-])cc1 (centres undefined),5,x
O=c1[nH]cc(I)c(=O)[nH]1,0,x
FC(F)(F)c1cccc(CNc2nc(Nc3ccc(N4CCOCC4)cc3)nc3c2ncn3-c2ccccc2)c1,-1,32
Cc1cc(C(=O)OCC(=O)c2ccc([N+](=O)[O-])cc2)ccc1[N+](=O)[O-],4,x
CCC(CC)C(=O)Nc1nnc2n1CCCS2,5,x
COCCNc1cc(-c2cccc(C(F)(F)F)c2)nc(-c2ccncc2)n1,-4,x
O=C(NCCN1CCOCC1)c1cccc(-n2ncc3ccc(-c4cn[nH]c4)cc32)c1,-1,-22
CO[C@H]1C[C@@H]2CC[C@@H](C)[C@@](O)(O2)C(=O)C(=O)N2CCCC[C@H]2C(=O)O[C@H]([C@H](C)C[C@@H]2CC[C@@H](O)[C@H](OC)C2)CC(=O)[C@H](C)C=C(C)[C@@H](O)[C@@H](OC)C(=O)[C@H](C)C[C@H](C)C=CC=CC=C1C,-11,x
Cc1cccc(CC(=O)Nc2cnn(-c3cccc(C(=O)Nc4ccc(=O)[nH]c4)c3)c2)c1,11,-4
FC(F)(F)c1ccc(Cn2cnc3c(NCc4ccccc4)nc(Nc4ccc(-n5ccnc5)cc4)nc32)cc1,23,-9
O=C(Nc1ccc(Oc2ccccc2)cc1)c1cccc(-c2cccs2)c1,-4,5
CN1CCN(c2cc(-c3ccc(F)cc3)nc(-c3ccncc3)n2)CC1,-12,x
COc1cc(Nc2cc(NCc3ccc4c(c3)OCO4)nc(N)n2)cc(OC)c1OC,-5,-1
CC1CC2C3CCC4=CC(=O)C=CC4(C)C34OC4CC2(C)C1(O)C(=O)CO (centres undefined),-7,x
COc1cc(NC(=O)c2cnc(Nc3cccc(N(C)C)c3)s2)cc(OC)c1OC,-1,4
Oc1ccc(CCNc2nc(Nc3ccc4ncccc4c3)nc3c2ncn3-c2ccccc2)cc1,-1,7
COc1cc(C(=O)NS(=O)(=O)c2ccccc2C)ccc1Cc1cn(C)c2ccc(NC(=O)OC3CCCC3)cc12,65*,x
Cc1c(-c2cc(C(=O)O)no2)cnn1C,11,x
C[C@@](O)(C(=O)Nc1ccc2cn[nH]c2c1)c1ccc(Br)cc1,-7,0
COc1cc(-c2cn[nH]c2)cc2c(=O)[nH]c(C3COc4ccc(F)cc4C3)nc12 (centres undefined),-2,23
CCNc1cc(NCCN2CCOCC2)ncn1,-2,-9
CC(C)(C)OC(=O)N1C(C(=O)O)CSC1c1cccc(Cl)c1 (centres undefined),-2,x
NC(=O)c1ccc(-c2nc(NCCN3CCOCC3)c3ncn(-c4ccsc4)c3n2)cc1,-14,-12
CCOC(=O)C1=C(C)NC(C)=C(C(=O)OC)C1c1cccc([N+](=O)[O-])c1 (centres undefined),-22,x
COc1cc(Nc2ncnc3nc(-c4ccccc4)[nH]c23)cc(OC)c1OC,19,11
COc1ccc2c(c1OC)CN(C)CCc1cc3c(cc1C(O)C2)OCO3 (centres undefined),-1,x
CC[C@H](O)C(=O)N1CCCN(S(=O)(=O)c2cccc3cnccc23)CC1,13,-8
NC(=O)c1ccccc1Nc1cc(NC(=O)Cc2ccc(F)c(F)c2)ncc1F,-1,-24
O=C(Nc1ccc(N2CCOCC2)cc1)c1ccnc(Nc2ccncc2)c1,49*,-22

# ASK1 inh, entries above that show a hit.
canonical_smiles,ULK1 primary,ASK1 inh
COc1cc2nc(Nc3cccc(N(C)C)c3)nc(NCCOc3ccccc3)c2cc1OC,-32,40*

# Remaining list, next part
canonical_smiles,ULK1 primary,ASK1 inh
O=C1CCNC(=O)c2[nH]ccc21,6,-9
COc1ccc(CCNC(=O)C2CCN(c3ccc(Nc4ccncn4)nn3)CC2)cc1,-2,-12
c1ccc(CN2CCC(Nc3nc(Nc4ccccc4)nc4c3ncn4C3CCCCC3)CC2)cc1,-1,25
CC(C)N(CCNc1cc(Nc2nc3ccccc3n2C)ncn1)C(C)C,6,-2
COc1cc2nc(-c3ccc(C(=O)NC4CC4)cc3)nc(NCc3ccccc3)c2cc1OC,-6,-15
COc1ccc(C2=NN(C(=O)c3ccco3)C(O)(C(F)(F)F)C2)cc1 (centres undefined),-4,x
COc1cc2nc(-c3cccc(OC(F)(F)F)c3)nc(NCCCN3CCOCC3)c2cc1OC,-2,1
Cc1ccc2ccc(Cl)cc2n1,-5,x
OC1CCC(Nc2nc(Nc3ccc4c(c3)OCO4)c3ncn(-c4ccccc4)c3n2)CC1 (centres undefined),23,12
Nc1nc(NCc2cccc(C(F)(F)F)c2)cc(Nc2ccncc2)n1,-7,6
c1ccc2c(c1)CC(c1nc3ccc(-c4ccncc4)cc3[nH]1)CO2 (centres undefined),-15,1
Nc1cc(-c2ccc(C(=O)NC3CC3)cc2)nc(N)n1,5,8
O=C(NC1CC1)C1CCN(c2ccc(Nc3nccc4ccccc34)nn2)CC1,11,-3
O=C(NCCOc1ccccc1)c1cc(Nc2ccc(N3CCOCC3)cc2)nc2ccccc12,13,13
O=C(NCc1cccc(C(F)(F)F)c1)c1ccnc(Nc2ccccn2)c1,1,-2
CSc1ccccc1S(=O)(=O)C(C)(C)C,-2,x
NC(C(=O)Nc1ccc(-c2ccncn2)cc1)c1ccc(F)cc1F (centres undefined),4,3
CC(C)(C)OC(=O)NCCC(=O)N1CCC(C(=O)Nc2ccc3[nH]ncc3c2)C1 (centres undefined),4,-18
COc1cccc(CNCc2ccco2)c1O,-9,x
COc1nc(NCCCN2CCCC2=O)nc(-c2csc3ccccc23)n1,-2,-5
COc1cc2nc(N3CCOCC3)nc(Nc3ccc(N4CCOCC4)cc3)c2cc1OC,-11,10
Cc1cnc(Nc2ccc(-n3ccnc3)cc2)nc1NCCOc1ccccc1,34,11

# Part of the list above, with two lines to a compound:
# Value order: ULK1 primary | ASK1 inh
COc1cc2nc(-c3cccc(OC(F)(F)F)c3)nc(NCCCN3CCOCC3)c2cc1OC
    -2 | 1
COc1ccc(CCNC(=O)C2CCN(c3ccc(Nc4ccncn4)nn3)CC2)cc1
    -2 | -12
Cc1cnc(Nc2ccc(-n3ccnc3)cc2)nc1NCCOc1ccccc1
    34 | 11
O=C1CCNC(=O)c2[nH]ccc21
    6 | -9
COc1cc2nc(N3CCOCC3)nc(Nc3ccc(N4CCOCC4)cc3)c2cc1OC
    -11 | 10
CC(C)N(CCNc1cc(Nc2nc3ccccc3n2C)ncn1)C(C)C
    6 | -2
O=C(NC1CC1)C1CCN(c2ccc(Nc3nccc4ccccc34)nn2)CC1
    11 | -3

# Screening data (PubChem BioAssay)
